DAGLB inh: DAGLB lipase inhibitors, primary screen, biochemical, fluorescence, HTS. HEK293T DAGLB membrane lysate, EnzChek fluorogenic substrate. inhibition, % at 5.17 µM. hit rate 0.059% among 340,000. AID 504411, 2011; in the data active means inhibition above about 34%;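 further: 0% = enzyme with vehicle and 100% = wells lacking enzyme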
Target sequence (Q8NCG7 whole entry, looked up): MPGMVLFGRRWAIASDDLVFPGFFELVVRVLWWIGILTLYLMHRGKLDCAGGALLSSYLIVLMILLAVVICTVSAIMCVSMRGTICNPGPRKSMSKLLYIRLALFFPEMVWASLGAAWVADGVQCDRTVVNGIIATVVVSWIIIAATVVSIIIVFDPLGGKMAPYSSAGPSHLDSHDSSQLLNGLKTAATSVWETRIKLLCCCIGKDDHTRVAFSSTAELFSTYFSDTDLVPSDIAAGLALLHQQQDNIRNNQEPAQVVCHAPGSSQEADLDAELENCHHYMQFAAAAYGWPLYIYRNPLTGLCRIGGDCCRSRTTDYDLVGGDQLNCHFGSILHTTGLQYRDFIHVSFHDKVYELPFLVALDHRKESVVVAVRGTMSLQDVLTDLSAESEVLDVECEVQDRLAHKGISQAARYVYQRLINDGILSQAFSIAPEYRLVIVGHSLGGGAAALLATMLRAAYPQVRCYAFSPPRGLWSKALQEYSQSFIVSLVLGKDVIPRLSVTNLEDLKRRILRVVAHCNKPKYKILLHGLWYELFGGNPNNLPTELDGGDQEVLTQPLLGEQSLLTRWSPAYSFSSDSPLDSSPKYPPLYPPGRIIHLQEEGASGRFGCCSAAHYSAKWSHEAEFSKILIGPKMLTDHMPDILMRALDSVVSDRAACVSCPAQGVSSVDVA
PKA-R2B act: activators of PKA-R2B holoenzyme, primary screen, biochemical, fluorescence polarization, Cy5-IP20, human. hit rate 0.079% among 340,000. cAMP-dependent protein kinase catalytic subunit beta (Homo sapiens) + cAMP-dependent …. activation, % at 11.4 µM. PKA-R2B holoenzyme dissociation; R2B truncated from residue 108, S112A mutant; 0% DMSO only, 100% 113 µM cGMP;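 active means activation above a cutoff set at the mean over all compounds plus 3 SD, cut at about 18% in these data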;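 further: higher means more holoenzyme dissociation and a rise in polarization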
Target sequence (P31323 whole entry, looked up, other chains not shown, the tested form may be a part): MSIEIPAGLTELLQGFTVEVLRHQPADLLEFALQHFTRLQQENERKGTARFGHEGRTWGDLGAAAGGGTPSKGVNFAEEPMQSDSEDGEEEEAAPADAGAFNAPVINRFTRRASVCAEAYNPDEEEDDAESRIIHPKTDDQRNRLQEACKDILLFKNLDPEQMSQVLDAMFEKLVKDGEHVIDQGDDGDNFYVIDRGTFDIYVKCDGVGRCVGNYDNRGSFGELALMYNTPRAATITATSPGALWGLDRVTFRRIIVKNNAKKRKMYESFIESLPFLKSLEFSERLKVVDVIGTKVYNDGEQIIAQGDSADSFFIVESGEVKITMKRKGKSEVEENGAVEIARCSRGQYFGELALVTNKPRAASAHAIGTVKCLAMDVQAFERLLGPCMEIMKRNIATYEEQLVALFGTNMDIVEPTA
* marks the source's active call; other numbers are inactive results. These rows are one share of the data; rates above refer to the full screens.

DAGLB inh,PKA-R2B act,compound
-3,-8,C[C@@H]1CCCCO[C@H](CN(C)C(=O)Nc2ccc(C(F)(F)F)cc2)[C@@H](C)CN([C@H](C)CO)C(=O)c2cc(NC(=O)c3ccncc3)ccc2O1
13,7,CC1N=C(SCC(=O)c2ccc(F)cc2)N2C(C)N=C(SCC(=O)c3ccc(F)cc3)N12 (centres undefined)
1,-2,Cc1ccc(S(=O)(=O)N2C[C@H]3[C@H]4C(=O)N(c5ccccc5)C(=O)[C@H]4C[C@H](OC(=O)NC4CC4)[C@@]3(O)C2)cc1
-2,-1,O=C1NC(=O)C2(CCCc3ccc([N+](=O)[O-])cc32)N1 (centres undefined)
-2,4,O=C(O)c1ccc(C(S(=O)(=O)c2ccccc2)S(=O)(=O)c2ccccc2)cc1
-4,10,Nc1nc(N2CCCCC2)c2ncn(C3OC(CO)C(O)C3O)c2n1 (centres undefined)
-1,-8,C[C@H](CO)N1C[C@H](C)[C@@H](CN(C)C(=O)c2ccccc2)OCc2cn(nn2)CCCC1=O
-2,3,COc1ccc(NC(=O)N(C)C[C@@H]2OCc3cn(nn3)CCCC(=O)N([C@H](C)CO)C[C@H]2C)cc1

Single records, as listed above. Order of screens: DAGLB inh	PKA-R2B act
Listed for O=C(O)c1ccc(C(S(=O)(=O)c2ccccc2)S(=O)(=O)c2ccccc2)cc1 : -2	4
Listed for Nc1nc(N2CCCCC2)c2ncn(C3OC(CO)C(O)C3O)c2n1 (centres undefined) : -4	10
Listed for CC1N=C(SCC(=O)c2ccc(F)cc2)N2C(C)N=C(SCC(=O)c3ccc(F)cc3)N12 (centres undefined) : 13	7
Listed for COc1ccc(NC(=O)N(C)C[C@@H]2OCc3cn(nn3)CCCC(=O)N([C@H](C)CO)C[C@H]2C)cc1 : -2	3
Listed for O=C1NC(=O)C2(CCCc3ccc([N+](=O)[O-])cc32)N1 (centres undefined) : -2	-1

Additional entries:
DAGLB inh,PKA-R2B act,compound
-3,7,CCN(CC)C(=O)C1=C(C)N(Cc2ccc(OC)cc2)C(=O)C(CC(=O)NCC2CCCCC2)C1 (centres undefined)
0,-2,C[C@H](CO)N1C[C@H](C)[C@H](CN(C)S(=O)(=O)c2ccc(C#N)cc2)OCc2cnnn2CCCC1=O
-2,2,COc1ccc(NC(=O)C2CC(=O)N(c3ccccc3F)C2)cc1S(=O)(=O)N1CCCCC1 (centres undefined)
3,-8,COc1ccc2nc3n(c(=O)c2c1)-c1cc2ccccc2cc1C(=O)NC3Cc1ccccc1 (centres undefined)
-12,8,O=C(O)c1cccc2c1C(=O)c1cc([N+](=O)[O-])cc([N+](=O)[O-])c1-2
-2,-12,Cc1c(NC(=O)COC(=O)c2ccccc2O)c(=O)n(-c2ccccc2)n1C
-1,-3,C[C@H]1CN([C@@H](C)CO)C(=O)c2cc(Br)cnc2O[C@@H]1CN(C)C(=O)CN(C)C
-3,-3,C[C@@H]1CN([C@H](C)CO)C(=O)CCCn2nncc2CO[C@H]1CN(C)C(=O)c1ccc(N2CCN(C)CC2)cc1

Going on with the list:
DAGLB inh,PKA-R2B act,compound
-1,-4,CC1(C)CC(=O)C=C(c2n[nH]nc2C2CCCCC2)C1
-3,-2,COc1ccc(CNC(=O)c2ccc(CS(=O)(=O)c3ccc(OC)cc3)o2)cc1
-3,-3,O=C(c1cc2ccccc2o1)N1CCN(Cc2nc3ccccc3s2)CC1
2,5,COc1ccc(CNCCCn2cnc3c(SC)ncnc32)cc1
1,1,Cc1c(Cl)cccc1NC(=O)CSc1nc(=O)n(CCCN2CCOCC2)c2c1CCCC2
-3,-7,Cc1ccc(S(=O)(=O)N2CCOCC2)cc1NC(=O)Cn1nnc(-c2ccccc2)n1
-2,-3,c1ccc2c(c1)nnn2Cn1nnc2ccccc21
-6,-2,Cc1cc(OCC(=O)OC(C)C(=O)NC2CC2)c(C(C)C)cc1Cl (centres undefined)

Five entries drawn at random from those above:
DAGLB inh,PKA-R2B act,compound
-2,-3,c1ccc2c(c1)nnn2Cn1nnc2ccccc21
-3,-3,O=C(c1cc2ccccc2o1)N1CCN(Cc2nc3ccccc3s2)CC1
2,5,COc1ccc(CNCCCn2cnc3c(SC)ncnc32)cc1
-6,-2,Cc1cc(OCC(=O)OC(C)C(=O)NC2CC2)c(C(C)C)cc1Cl (centres undefined)
-3,-7,Cc1ccc(S(=O)(=O)N2CCOCC2)cc1NC(=O)Cn1nnc(-c2ccccc2)n1

The list goes on.
DAGLB inh,PKA-R2B act,compound
-9,2,CCOC(=O)C1CC(c2ccccc2)=NN1c1ccccc1 (centres undefined)
0,4,C[C@H]1CN([C@@H](C)CO)C(=O)c2cc(-c3cccc(F)c3)cnc2O[C@@H]1CN(C)S(C)(=O)=O
-1,-2,C[C@@H]1CN([C@H](C)CO)C(=O)CCCn2nncc2CO[C@@H]1CN(C)C(=O)NC1CCCCC1
8,0,C=CCn1c(O)c(N=Nc2ccccc2[N+](=O)[O-])c2ccccc21
-2,-7,O=C1CCC(C(=O)OCC(=O)Nc2ccc(OC(F)F)cc2)=NN1
-1,-13,COc1cc(NC(=O)CCNC(=O)N2CC(=O)Nc3ccccc32)cc(OC)c1OC
1,2,Cc1ccccc1NS(=O)(=O)c1ccc(C(=O)NCc2ccccc2CN2CCCC2)cc1
1,12,CC#CCN(Cc1ccco1)C(=O)C1CCC(=O)N(CCc2cccc(F)c2)C1 (centres undefined)

Remaining list, next part:
DAGLB inh,PKA-R2B act,compound
2,7,CCOc1ccc(-n2c(=S)sc3c(=O)[nH]c(SCC(=O)NC4CCCCC4)nc32)cc1
2,-4,CC(C)c1ccc(S(=O)(=O)N2CCN(C(=O)CCc3nc4ccccc4c(=O)[nH]3)CC2)cc1
0,3,COc1cc(C=NNC(=S)Nc2ccc(S(=O)(=O)N3CCCCC3)cc2)cc(OC)c1OC
-2,-17,O=C(NCc1ccccc1CN1CCCC1)c1ccc(S(=O)(=O)Nc2ccccc2)cc1
-1,-2,O=C(Cc1cccs1)NCCS(=O)(=O)N1CCN(c2ccccc2)CC1
9,-1,CC(=NNC(=S)N1CCCC1)c1ccccn1
-3,-23,COC(=O)c1cccc(NC(=O)c2cccc(-n3cnnn3)c2)c1
2,0,CC(C)C1C(=O)N(Cc2cn(CCC3OCCO3)nn2)CCS(=O)(=O)N1Cc1ccc(-c2cccc(N(C)C)c2)cc1 (centres undefined)

(further entries)
DAGLB inh,PKA-R2B act,compound
-3,0,C[C@H](CO)N1C[C@H](C)[C@H](CN(C)S(=O)(=O)c2cn(C)cn2)OCc2cnnn2CCCC1=O
-13,-2,CCCCCCN1C[C@H](O)[C@@H](n2cc(-c3ccc(F)cc3)nn2)C[C@@H]1c1ccc(Cl)cc1
-3,0,COc1cccc(C(=O)N2CCN(c3nc4cc(C)cc(C)c4cc3C#N)CC2)c1
0,-1,Cc1nc2c(=O)[nH]n(C)c2nc1C
0,7,COc1ccc(CCNC(=O)c2cc(S(=O)(=O)N3CCc4ccccc43)ccc2F)cc1OC
-4,8,C[C@@H]1CCCCO[C@@H](CN(C)C(=O)c2ccncc2)[C@@H](C)CN([C@H](C)CO)C(=O)c2cc(N(C)C)ccc2O1
1,-3,CC1(C)CC(=O)C=C(c2ccccc2CO)C1=O
-5,5,CC(C)OC(=O)N(C)C[C@@H]1OCc2cn(nn2)CCCC(=O)N([C@@H](C)CO)C[C@H]1C

(continued)
DAGLB inh,PKA-R2B act,compound
0,7,CC(C)Oc1ccc(S(=O)(=O)N2CCOCC2)cc1NC(=O)CSc1nnc(C2CC2)n1C
-3,-2,Cc1cccc(CN(Nc2ccccc2)c2ccccc2)n1
-1,0,O=C1CSC(=S)N1N=Cc1c(F)cccc1Cl
-1,-7,Cc1ccccc1C(=O)Nc1ccc(S(=O)(=O)NCC2CCCO2)cc1 (centres undefined)
-2,-8,C[C@@H]1CN([C@@H](C)CO)C(=O)c2cc(Br)cnc2O[C@H]1CN(C)C(=O)Cc1ccccn1
0,8,Cc1ccc(S(=O)(=O)N2CCC(C(=O)N3CCN(c4ccccn4)CC3)CC2)cc1C
1,-4,COc1ccccc1NS(=O)(=O)c1cccc(NS(=O)(=O)c2cc(C(=O)O)ccc2Cl)c1
-1,6,OCc1ccccc1Cn1ccnc1

(further entries)
DAGLB inh,PKA-R2B act,compound
16,-6,C#CCN(C[C@@H]1[C@@H](OC(=O)NCCCCCC)[C@@H](OC(=O)NCCCCCC)Cn2c(=O)ccc(=O)n21)S(=O)(=O)c1ccc(C)cc1
-2,5,Cc1ccc(S(=O)(=O)N(C)c2ccc(C(=O)NC3CCCCC3)cc2)cc1
2,-2,CCCCn1c(NCc2ccc(OC)cc2O)nc2ccccc21
-2,-6,COc1ccc(CCN2CC(C(=O)NCc3ccon3)CCC2=O)cc1 (centres undefined)
-1,-4,Cc1ccccc1N(CC(=O)N1CCN(Cc2ccccc2)CC1)S(C)(=O)=O
-1,-2,Cc1nc2nc(C(F)(F)F)[nH]c2nc1C
-4,4,CC(C)Oc1ccc(S(=O)(=O)N2CCOCC2)cc1NC(=O)CSC(=S)N1CCCC1
3,-5,C[C@H](O)[C@@H]1C(=O)N2CCc3ccc(N4CCN(C)CC4)cc3[C@@H]2C[C@@H]1N(C)C(=O)c1cccnc1

(next part)
DAGLB inh,PKA-R2B act,compound
-2,1,Cc1n[nH]c(=O)n(N=Cc2c[nH]c3ccccc23)c1=O
-7,7,O=C1NN=C2CCCCCCCCCCC12 (centres undefined)
-3,8,CCN(C(=S)Nc1cccc2ccccc12)c1ccccc1
0,-1,O=C(CSc1nnc(-c2ccccc2F)n1C1CC1)N1CCCC1
-2,18,Cc1ccccc1S(=O)(=O)N(C)C[C@H]1OCc2cnnn2CCCC(=O)N([C@@H](C)CO)C[C@H]1C
-3,8,CCOC(=O)N(C)C[C@@H]1OCc2cnnn2CCCC(=O)N([C@H](C)CO)C[C@H]1C
-3,6,Cc1ccc(S(=O)(=O)N2C[C@]3(O)C[C@@H]4C(=O)N(c5ccccc5)C(=O)[C@@H]4C[C@]3(OC(=O)NC3CC3)C2)cc1
-6,-2,COc1ccc(-c2ccc(CN3C(C)C(=O)N(Cc4cn(Cc5ccco5)nn4)CCS3(=O)=O)cc2)cc1 (centres undefined)

Later entries:
DAGLB inh,PKA-R2B act,compound
-9,2,CCCCCCN1C[C@H](n2cc(COC(=O)c3ccccc3)nn2)[C@@H](O)C[C@@H]1c1ccc(C)cc1
-1,-6,COc1ccc2cc(/C(C)=N/NC(=O)c3cc(C)oc3C)ccc2c1
-1,-4,CC(C)(C)OC(=O)NCCCCCNC(=O)c1[nH]cnc1C(=O)Nc1cc(Br)ccc1F
3,-19,CC1CC(C)(C)CC2(C1)NC(=O)N(CC(=O)Nc1ccc3c(c1)OCO3)C2=O (centres undefined)
-1,-6,COC(=O)C1(C)CCCC2(C)C1CCC13OCC(CC21)C(O)(C(C)C)C3O (centres undefined)
-8,-7,O=C(Nc1cccc(Cl)c1)c1nc[nH]c1C(=O)Nc1ccccc1F
-10,-5,N#Cc1ccc(NN=Nc2ccccc2C#N)cc1
18,-4,COc1ccc(NC(=O)COC(=O)C2CCCN2C(=O)OC(C)(C)C)cc1Cl (centres undefined)

Continued.
DAGLB inh,PKA-R2B act,compound
3,-10,Cc1cccc(NC(=O)COC(=O)CN2C(=O)c3ccccc3C2=O)c1C
-1,3,O=C(CC1CC1)Nc1ccc2c(c1)[C@H]1C[C@H](CC(=O)N3CCc4ccccc4C3)O[C@@H](CO)[C@H]1O2
-2,3,O=C(CN1C(=O)NC2(CCc3ccccc32)C1=O)Nc1ccc(Cl)cc1F (centres undefined)
-3,4,O=C(C[C@H]1C[C@@H]2c3cc(NC(=O)c4ccc5c(c4)OCO5)ccc3O[C@@H]2[C@H](CO)O1)NCc1cc(F)ccc1F
3,-3,c1ccc(COc2ncnc3c2ncn3CCCNCc2cccs2)cc1
-4,0,CN1C(=O)[C@H]2[C@@H](c3ccc(C(F)(F)F)cc3)N[C@]3(CCCN(Cc4ccc(Cl)cc4)C3=O)[C@H]2C1=O
1,4,CSc1ncnc2c1ncn2CCCNCC(c1ccccc1)c1ccccc1
1,-4,CC(C)C1C(=O)N(Cc2cn(CCC3OCCCO3)nn2)CCS(=O)(=O)N1Cc1ccc(-c2ccncc2)cc1 (centres undefined)

Next entries
DAGLB inh,PKA-R2B act,compound
-2,3,O=C1C(=Cc2ccccc2[N+](=O)[O-])Cc2ccccc21
-3,-6,CC(C)OC(=O)N(C)C[C@H]1OCc2cnnn2CCCC(=O)N([C@H](C)CO)C[C@@H]1C
2,2,COC(=O)c1ccc(NC(=O)CN2CCC(NC(=O)c3ccccc3F)CC2)cc1
-1,3,COc1ccc(Cc2nc3ccc(C(=O)N(C)Cc4nccn4C)cc3o2)cc1
1,3,Cc1c(N(C)S(=O)(=O)c2cccc(C(=O)NCc3cccnc3)c2)c(=O)n(-c2ccccc2)n1C
-1,3,Cc1cc(C)c(SSc2nnnn2-c2ccccc2)c(C)c1
-3,-1,CCCCN1C(=O)C(CC(=O)NCc2ccco2)CC(C(=O)N(C)C)=C1C (centres undefined)
6,-8,C[C@@H]1CN([C@@H](C)CO)S(=O)(=O)c2ccc(/C=C/c3ccccc3)cc2O[C@@H]1CN(C)Cc1ccc(C(=O)O)cc1

Next entries follow:
DAGLB inh,PKA-R2B act,compound
-8,-7,COc1ccc(C2CCc3cc4c(cc3C2=NO)OCO4)cc1OC (centres undefined)
-6,2,CC1(C)CC(=O)C=C(c2ccc(Oc3ccccc3)cc2)C1=O
2,4,O=C(N/C(=C/c1ccc(F)cc1)C(=O)N1CCOCC1)c1ccco1
-8,0,COc1cc2ccc(NC(C)=O)cc2cc1OC
0,2,CC(C)(C)N1CC(C(=O)Nc2ccc(C(N)=O)cc2)CC1=O (centres undefined)
2,8,C[C@H]1CN([C@@H](C)CO)C(=O)CCCn2nncc2CO[C@H]1CN(C)C(=O)c1ccncc1
-5,-8,CC(=O)Nc1ccc(OCc2cn(CC(=O)c3ccc(O)cc3)nn2)cc1
-10,3,COC(=O)c1ccc(C(=O)OC)c(NC(=O)Cc2cccs2)c1

Compound activity from PubChem.
